LAP4 TOR yeast: modulators of LAP4-GFP expression in yeast, primary screen, S. cerevisiae, multiplex flow cytometry, MLPCN library; GFP response vs DMSO, % at 10 µM; 0.34% of 320,000 active; 3 h; median GFP as percent of DMSO wells;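 active = GFP response vs DMSO above a set limit, about the screen mean plus 3 SD, cut at about 150% in these data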
CR mimetic SO: reduction of superoxide in aged yeast, primary screen, HTS | AID 2690, 2010 | superoxide response (% of plate mean), % at 10 µM | S. cerevisiae aged cells, superoxide DHE fluorescence; hits give low values | 0.18% of 330,000 active;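 active = superoxide response under a set limit, about three screen SD below normal, cut at about 65% in these data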;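 also: yeast aged for seven days with compound at 30 °C before DHE staining; 100% = average MFI of all compound-treated wells on the plate with controls excluded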
AHR activator: AHR activators, primary screen, cell-based, luminescence, luciferase reporter, human; Aryl hydrocarbon receptor (Homo sapiens), P35869; AHR-responsive luciferase reporter cells; activation, % at 5 µM; 2.5% of 320,000 active; AID 2796, 2010; in the data active = activation above about 47%;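 also: 0% = vehicle wells and 100% = reference agonist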
Target sequence (P35869 whole entry, looked up): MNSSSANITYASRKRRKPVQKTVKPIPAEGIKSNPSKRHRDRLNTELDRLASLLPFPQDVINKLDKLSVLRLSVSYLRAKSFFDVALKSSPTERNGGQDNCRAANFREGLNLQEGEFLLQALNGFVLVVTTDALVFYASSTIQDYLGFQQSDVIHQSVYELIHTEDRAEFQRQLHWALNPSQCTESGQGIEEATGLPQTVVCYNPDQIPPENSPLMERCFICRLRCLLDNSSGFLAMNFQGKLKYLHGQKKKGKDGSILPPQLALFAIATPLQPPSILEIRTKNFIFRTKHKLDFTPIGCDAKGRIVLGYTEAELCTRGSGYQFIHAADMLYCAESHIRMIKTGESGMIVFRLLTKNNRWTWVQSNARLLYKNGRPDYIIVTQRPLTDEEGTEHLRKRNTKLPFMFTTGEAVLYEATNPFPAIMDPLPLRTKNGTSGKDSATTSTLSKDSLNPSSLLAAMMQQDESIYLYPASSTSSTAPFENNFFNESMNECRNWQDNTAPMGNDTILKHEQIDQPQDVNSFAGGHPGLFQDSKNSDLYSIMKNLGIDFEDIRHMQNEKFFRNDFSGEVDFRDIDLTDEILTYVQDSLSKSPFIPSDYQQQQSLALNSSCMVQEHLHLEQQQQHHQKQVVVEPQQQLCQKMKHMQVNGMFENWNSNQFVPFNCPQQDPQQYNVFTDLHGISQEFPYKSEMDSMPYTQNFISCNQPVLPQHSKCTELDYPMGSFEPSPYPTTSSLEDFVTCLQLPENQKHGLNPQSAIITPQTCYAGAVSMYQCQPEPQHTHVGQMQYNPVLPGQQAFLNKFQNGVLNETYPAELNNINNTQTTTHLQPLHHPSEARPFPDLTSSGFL
AGP1-GFP MLPCN: modulators of AGP1-GFP expression in yeast TOR pathway, primary screen, cell-based, multiplex flow cytometry, S. cerevisiae, MLPCN library; 3 h; GFP as percent of DMSO wells; GFP response vs DMSO, % at 10 µM; 0.02% of 320,000 active; AID 2066, 2009;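 active = GFP response relative to DMSO above a set limit, near screen average plus 3 SD, cut at about 150% in these data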;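 also: median GFP channel fluorescence of the gated AGP1 strain per well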
CIT2-GFP yeast: modulators of CIT2-GFP expression in yeast, primary screen, S. cerevisiae, GFP fusion, multiplex flow cytometry, MLPCN library. AID 2029, 2009. GFP response vs DMSO, % at 10 µM. 0.065% of 320,000 active. S. cerevisiae CIT2-GFP strain, 3 h; 100 means same as DMSO wells;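 active = GFP response relative to DMSO above a set limit, near the screen mean plus 3 SD, cut at about 150% in these data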;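 also: ratio of well median GFP fluorescence to mean of DMSO wells on the plate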
Efflux pump inh: inhibitors of Candida efflux pumps in yeast, primary screen, S. cerevisiae, Nile Red, multiplex; S. cerevisiae Candida pump triplex; inhibition, % at 10 µM; 0.44% of 330,000 active;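 active = plate passing quality check with inhibition over a set limit, or well fluorescence over plate mean plus 4 SD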;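 also: Nile Red retained in pooled yeast measured as flow cytometry median fluorescence; 0% = buffer negative control and 100% = Enniatin B positive control; higher means more Nile Red kept so more efflux inhibition; some compounds called inactive have numbers as strong as hits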
MEP2-GFP yeast: modulators of MEP2-GFP levels in yeast, primary screen, S. cerevisiae, multiplex flow cytometry, MLPCN library; GFP response vs DMSO, % at 10 µM; 0.51% of 330,000 active; S. cerevisiae MEP2-GFP strain, 3 h; 100% = DMSO control level;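 active = GFP response versus DMSO above a set limit, roughly screen mean plus 3 SD, cut at about 180% in these data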;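 also: median GFP fluorescence of the barcode-gated MEP2-GFP cells per well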
RPL19A-GFP yeast: RPL19A-GFP expression modulators in yeast, primary screen, cell-based, S. cerevisiae, multiplex flow cytometry, MLPCN | AID 2025, 2009 | percent response vs DMSO, % at 10 µM | S. cerevisiae RPL19A-GFP strain, 3 h; hits give low values | 0.3% of 330,000 active;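 active = percent response vs DMSO below 50%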;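 also: median channel GFP fluorescence of the barcoded RPL19A-GFP strain; ratio of sample median GFP to plate DMSO average so 100% = DMSO; lower means less RPL19A-GFP as with rapamycin TOR inhibition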
* = called active by the depositor. Hits appear at their usual frequency; any-hit rate near 3.9%.

How did CC(=O)c1ccccc1NC(=O)COC(=O)C1CCCN1S(=O)(=O)c1ccccc1F (configuration not stated) do in these assays?
LAP4 TOR yeast: 115; CR mimetic SO: 100; AHR activator: 12; AGP1-GFP MLPCN: 107; CIT2-GFP yeast: 94; Efflux pump inh: 0.1; MEP2-GFP yeast: 117; RPL19A-GFP yeast: 107

How did Cc1ccc(SCCC(=O)NCCSCc2ccco2)cc1 do in these assays?
LAP4 TOR yeast: 95; CR mimetic SO: 109; AHR activator: 7; AGP1-GFP MLPCN: 89; CIT2-GFP yeast: 92; Efflux pump inh: 0.0; MEP2-GFP yeast: 90; RPL19A-GFP yeast: 91

How did O=C(NCCCn1ccnc1)C(=O)NCC1OCCN1S(=O)(=O)c1ccc2c(c1)OCCO2 (configuration not stated) do in these assays?
LAP4 TOR yeast: 111; CR mimetic SO: 101; AHR activator: 3; AGP1-GFP MLPCN: 99; CIT2-GFP yeast: 88; Efflux pump inh: 0.2; MEP2-GFP yeast: 100; RPL19A-GFP yeast: 94

Results for CC1(C)CC(=O)c2cc(OCC(=O)NCCCN3CCN(c4ccc(F)cc4)CC3)ccc2O1 ?
LAP4 TOR yeast: 105; CR mimetic SO: 113; AHR activator: 3; AGP1-GFP MLPCN: 102; CIT2-GFP yeast: 97; Efflux pump inh: 0.2; MEP2-GFP yeast: 103; RPL19A-GFP yeast: 100

What do the screens show for `O=C(CCCN1C(=O)c2ccccc2C1=O)N1CCc2ccccc2C1`?
LAP4 TOR yeast: 99; CR mimetic SO: 93; AHR activator: 2; AGP1-GFP MLPCN: 100; Efflux pump inh: 0.1; MEP2-GFP yeast: 104; RPL19A-GFP yeast: 102

How did O=C1C=Cc2ccccc2/C1=C/c1[nH]c(=O)[nH]c1O do in these assays?
LAP4 TOR yeast: 94; CR mimetic SO: 104; AHR activator: 30; AGP1-GFP MLPCN: 95; CIT2-GFP yeast: 100; Efflux pump inh: 0.0; MEP2-GFP yeast: 109; RPL19A-GFP yeast: 104

What do the screens show for `COc1ccc(-c2noc(CSc3nnc(CCc4ccccc4)n3-c3ccccc3)n2)cc1OC`?
LAP4 TOR yeast: 102; CR mimetic SO: 101; AHR activator: -1; AGP1-GFP MLPCN: 103; CIT2-GFP yeast: 110; Efflux pump inh: -0.1; MEP2-GFP yeast: 116; RPL19A-GFP yeast: 106

Results for COc1ccc(N2C(=O)C3C(C2=O)C3(c2ccccc2)c2ccccc2)cc1 (configuration not stated) ?
CR mimetic SO: 107; AHR activator: 4; Efflux pump inh: 0.2; MEP2-GFP yeast: 98; RPL19A-GFP yeast: 94

How did CCCCCC(=O)Nc1cccc(S(=O)(=O)NC2=NCCCCC2)c1 do in these assays?
LAP4 TOR yeast: 111; CR mimetic SO: 94; AHR activator: 17; AGP1-GFP MLPCN: 107; CIT2-GFP yeast: 106; Efflux pump inh: 0.0; MEP2-GFP yeast: 111; RPL19A-GFP yeast: 105

Results for CCOc1ccc(N2C(=O)CC(SCCN)C2=O)cc1 (configuration not stated) ?
LAP4 TOR yeast: 93; CR mimetic SO: 106; AHR activator: 3; AGP1-GFP MLPCN: 92; CIT2-GFP yeast: 86; Efflux pump inh: 0.0; MEP2-GFP yeast: 96; RPL19A-GFP yeast: 92

How did CC(C)CC(NC(=O)c1ccccc1)C(=O)N/N=C/c1ccco1 (configuration not stated) do in these assays?
LAP4 TOR yeast: 101; CR mimetic SO: 92; AHR activator: 0; AGP1-GFP MLPCN: 124; CIT2-GFP yeast: 92; Efflux pump inh: 0.2; MEP2-GFP yeast: 96; RPL19A-GFP yeast: 100

What do the screens show for `COc1ccc(N(CC(=O)Nc2ccc3c(c2)OCCO3)S(=O)(=O)c2cccnc2)cc1`?
LAP4 TOR yeast: 101; CR mimetic SO: 92; AHR activator: 16; AGP1-GFP MLPCN: 107; CIT2-GFP yeast: 106; Efflux pump inh: 0.6; MEP2-GFP yeast: 107; RPL19A-GFP yeast: 99

Results for CCOc1ccc(CN(C(=O)c2cc(=O)c3cc(C)cc(C)c3o2)C2CCS(=O)(=O)C2)cc1 (configuration not stated) ?
LAP4 TOR yeast: 99; CR mimetic SO: 92; AHR activator: -2; AGP1-GFP MLPCN: 105; CIT2-GFP yeast: 105; Efflux pump inh: -0.1; MEP2-GFP yeast: 96; RPL19A-GFP yeast: 101

What do the screens show for `CCC1CCCCN1Cc1ccc(CNS(=O)(=O)c2ccc3c(c2)oc(=O)n3C)o1` (configuration not stated)?
LAP4 TOR yeast: 87; CR mimetic SO: 92; AHR activator: 3; AGP1-GFP MLPCN: 97; CIT2-GFP yeast: 85; Efflux pump inh: 0.0; MEP2-GFP yeast: 97; RPL19A-GFP yeast: 94

What do the screens show for `c1sc2[n+](c1C13CC4CC(CC(C4)C1)C3)CCS2`?
LAP4 TOR yeast: 96; CR mimetic SO: 116; AHR activator: 0; AGP1-GFP MLPCN: 96; CIT2-GFP yeast: 93; Efflux pump inh: 0.0; MEP2-GFP yeast: 100; RPL19A-GFP yeast: 95

Results for Cc1ccc([N+](=O)[O-])cc1NC(=O)C[n+]1ccccc1 ?
LAP4 TOR yeast: 97; CR mimetic SO: 104; AHR activator: 1; AGP1-GFP MLPCN: 92; CIT2-GFP yeast: 97; Efflux pump inh: -0.2; MEP2-GFP yeast: 90; RPL19A-GFP yeast: 93

How did O=C(Nc1ccc(Cl)cc1)N1CCSc2ccccc21 do in these assays?
LAP4 TOR yeast: 106; CR mimetic SO: 96; AHR activator: 1; AGP1-GFP MLPCN: 108; CIT2-GFP yeast: 103; Efflux pump inh: 0.0; MEP2-GFP yeast: 97; RPL19A-GFP yeast: 97

Results for CN(Cc1cccs1)C(=O)Cn1cnc2cc([N+](=O)[O-])ccc2c1=O ?
LAP4 TOR yeast: 92; CR mimetic SO: 109; AHR activator: 1; AGP1-GFP MLPCN: 96; CIT2-GFP yeast: 95; Efflux pump inh: 0.1; MEP2-GFP yeast: 93; RPL19A-GFP yeast: 94

Results for CCCOc1ccccc1C1CC(=O)NC(C)=C1C(=O)OCC(C)C (configuration not stated) ?
LAP4 TOR yeast: 98; CR mimetic SO: 89; AHR activator: 4; AGP1-GFP MLPCN: 102; CIT2-GFP yeast: 99; Efflux pump inh: 0.1; MEP2-GFP yeast: 103; RPL19A-GFP yeast: 106

Results for O=C1N=C(N2CCOCC2)CS1 ?
LAP4 TOR yeast: 91; CR mimetic SO: 99; AHR activator: 2; AGP1-GFP MLPCN: 101; CIT2-GFP yeast: 101; Efflux pump inh: -0.1; MEP2-GFP yeast: 99; RPL19A-GFP yeast: 101

What do the screens show for `COc1ccc(NC(=O)CSc2nc3ccccc3c(=O)n2-c2ccc3c(c2)OCO3)c(OC)c1`?
LAP4 TOR yeast: 98; CR mimetic SO: 91; AHR activator: 1; AGP1-GFP MLPCN: 107; CIT2-GFP yeast: 112; Efflux pump inh: 0.2; MEP2-GFP yeast: 108; RPL19A-GFP yeast: 103

Results for C=CCOc1ccc(/C=C/C(=O)OCC(=O)NCCCc2ccccc2)cc1 ?
LAP4 TOR yeast: 101; CR mimetic SO: 103; AHR activator: 2; AGP1-GFP MLPCN: 103; CIT2-GFP yeast: 95; Efflux pump inh: -0.1; MEP2-GFP yeast: 114; RPL19A-GFP yeast: 97

What do the screens show for `Nc1nonc1/C(=N/O)N1CCCC1`?
LAP4 TOR yeast: 106; CR mimetic SO: 91; AHR activator: 1; AGP1-GFP MLPCN: 107; CIT2-GFP yeast: 108; Efflux pump inh: 0.0; MEP2-GFP yeast: 109; RPL19A-GFP yeast: 109

Results for CCCCCc1ccc(CC(=O)Nn2c(C)nc3ccccc3c2=O)cc1 ?
LAP4 TOR yeast: 127; CR mimetic SO: 109; AHR activator: -1; AGP1-GFP MLPCN: 92; CIT2-GFP yeast: 88; Efflux pump inh: 0.0; MEP2-GFP yeast: 104; RPL19A-GFP yeast: 96

How did NS(=O)(=O)c1ccc(CCNC(=O)c2cc3ccccc3s2)cc1 do in these assays?
LAP4 TOR yeast: 107; CR mimetic SO: 113; AHR activator: 5; AGP1-GFP MLPCN: 103; CIT2-GFP yeast: 104; Efflux pump inh: -0.3; MEP2-GFP yeast: 114; RPL19A-GFP yeast: 102

What do the screens show for `COc1ccc(/C=N/NC(=O)c2cc(-c3ccccc3)nc3ccccc23)c(C(=O)O)c1OC`?
CR mimetic SO: 100; AHR activator: 12; AGP1-GFP MLPCN: 94; CIT2-GFP yeast: 86; Efflux pump inh: 0.0; MEP2-GFP yeast: 100; RPL19A-GFP yeast: 85

What do the screens show for `Cc1nc(NC(=S)NC(=O)c2ccccc2)sc1C(=O)N(C)C`?
LAP4 TOR yeast: 113; CR mimetic SO: 108; AHR activator: 0; CIT2-GFP yeast: 110; Efflux pump inh: -0.1; MEP2-GFP yeast: 109; RPL19A-GFP yeast: 110

Results for O=C1CCc2cc(S(=O)(=O)NC(Cc3ccccc3)C(=O)NCC3CCCO3)ccc2N1 (configuration not stated) ?
LAP4 TOR yeast: 102; CR mimetic SO: 109; AHR activator: -2; AGP1-GFP MLPCN: 96; CIT2-GFP yeast: 94; Efflux pump inh: 0.3; MEP2-GFP yeast: 111; RPL19A-GFP yeast: 92

How did CC(=O)c1ccc(NC(=O)COC(=O)CCC(=O)c2cccs2)cc1 do in these assays?
LAP4 TOR yeast: 95; CR mimetic SO: 95; AHR activator: 1; AGP1-GFP MLPCN: 94; CIT2-GFP yeast: 93; Efflux pump inh: 0.2; MEP2-GFP yeast: 96; RPL19A-GFP yeast: 93

What do the screens show for `COc1cc(-c2nc3sc(C)c(C)c3c(=O)o2)cc(OC)c1OC`?
LAP4 TOR yeast: 90; CR mimetic SO: 108; AHR activator: 4; AGP1-GFP MLPCN: 98; CIT2-GFP yeast: 103; Efflux pump inh: 0.0; MEP2-GFP yeast: 102; RPL19A-GFP yeast: 101

How did Cc1cc(C)n(CC(O)COCc2ccco2)n1 (configuration not stated) do in these assays?
LAP4 TOR yeast: 91; CR mimetic SO: 95; AHR activator: -1; AGP1-GFP MLPCN: 93; CIT2-GFP yeast: 93; Efflux pump inh: 0.0; MEP2-GFP yeast: 95; RPL19A-GFP yeast: 91

What do the screens show for `C=C(C)C(=O)Nc1ccc(NC(C)C)cc1`?
LAP4 TOR yeast: 92; CR mimetic SO: 90; AHR activator: 2; AGP1-GFP MLPCN: 92; CIT2-GFP yeast: 100; Efflux pump inh: 0.2; MEP2-GFP yeast: 112; RPL19A-GFP yeast: 105

What do the screens show for `O=C(COc1ccc(/C=N/NS(=O)(=O)c2ccccc2)cc1)NCc1ccccc1`?
LAP4 TOR yeast: 103; CR mimetic SO: 114; AHR activator: 1; AGP1-GFP MLPCN: 81; CIT2-GFP yeast: 104; Efflux pump inh: 0.1; MEP2-GFP yeast: 112; RPL19A-GFP yeast: 103

Sorted by heavy-atom count (descending): part of the list above.
What do the screens show for `O=C(CCCN1C(=O)c2ccccc2C1=O)N1CCc2ccccc2C1`?
LAP4 TOR yeast: 99; CR mimetic SO: 93; AHR activator: 2; AGP1-GFP MLPCN: 100; Efflux pump inh: 0.1; MEP2-GFP yeast: 104; RPL19A-GFP yeast: 102

What do the screens show for `Cc1nc(NC(=S)NC(=O)c2ccccc2)sc1C(=O)N(C)C`?
LAP4 TOR yeast: 113; CR mimetic SO: 108; AHR activator: 0; CIT2-GFP yeast: 110; Efflux pump inh: -0.1; MEP2-GFP yeast: 109; RPL19A-GFP yeast: 110

What do the screens show for `C=C(C)C(=O)Nc1ccc(NC(C)C)cc1`?
LAP4 TOR yeast: 92; CR mimetic SO: 90; AHR activator: 2; AGP1-GFP MLPCN: 92; CIT2-GFP yeast: 100; Efflux pump inh: 0.2; MEP2-GFP yeast: 112; RPL19A-GFP yeast: 105

Assay outcomes as filed in PubChem.
